ADAM17 inh – inhibits human ADAM17; P78536; recombinant ADAM17, EDANS/DABCYL FRET peptide cleavage; inhibition, % at 6.95 µM; hit rate 0.83% among 370,000;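 active = inhibition above the mean of compounds lying between control limits plus 3 SD, set per campaign, cut at about 8.5% in these data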;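 note: 0% = DMSO-only wells as the low control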
SIAE primary – blocks human sialic acid acetylesterase. SIAE FP-Rh probe binding, fluorescence polarization. hit rate 0.69% among 370,000. inhibition, % at 9.66 µM. Q9HAT2;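 active = inhibition above a cutoff: mean of compounds within the control limits plus 3 SD of those, cut at about 17% in these data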;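 note: 0% = plate median of compound wells and 100% = probe without SIAE protein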
DDE Tn6 FP inh – inhibitors of Tn6 peptide binding to human fibrin DD(E); P02675; Fibrin DD(E) TRITC-Tn6 fluorescence polarization displacement; inhibition, % at 8.3 µM; hit rate 0.21% among 370,000; AID 720509;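 active = inhibition above a per-campaign cutoff: mean of compounds within control limits plus 3 SD, cut at about 15% in these data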;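 note: 0% = median of all compound wells on the plate and 100% = blocking peptide control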
ADAM10 inh – inhibits human ADAM10 | O14672 | recombinant ADAM10, EDANS/DABCYL FRET peptide cleavage, 3 h | inhibition, % at 7 µM | hit rate 0.62% among 370,000 | AID 720582;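 active = inhibition above a per-campaign cutoff equal to the mean of compounds falling between control-based bounds plus 3 SD, cut at about 20% in these data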;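 note: 0% = DMSO wells while the 100% control is not disclosed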
Target sequence (O14672 214-748 limits assumed): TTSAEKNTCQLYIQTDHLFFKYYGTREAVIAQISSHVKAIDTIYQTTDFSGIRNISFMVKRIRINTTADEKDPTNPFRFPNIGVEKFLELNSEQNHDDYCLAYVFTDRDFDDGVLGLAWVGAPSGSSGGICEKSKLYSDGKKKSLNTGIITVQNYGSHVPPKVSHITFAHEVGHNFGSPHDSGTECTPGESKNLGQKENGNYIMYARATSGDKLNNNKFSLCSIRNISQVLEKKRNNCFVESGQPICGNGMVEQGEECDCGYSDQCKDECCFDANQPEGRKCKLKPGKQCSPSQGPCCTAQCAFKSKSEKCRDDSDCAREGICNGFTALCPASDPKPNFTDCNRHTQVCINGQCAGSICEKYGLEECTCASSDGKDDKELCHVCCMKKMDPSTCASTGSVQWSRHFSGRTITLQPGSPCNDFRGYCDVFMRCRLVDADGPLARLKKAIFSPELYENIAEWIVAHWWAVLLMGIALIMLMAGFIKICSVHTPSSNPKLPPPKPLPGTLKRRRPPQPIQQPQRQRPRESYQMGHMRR
Tn7 DDE FP – inhibitors of Tn7 peptide binding to human fibrin DD(E); FP displacement of FITC-Tn7 peptide from fibrin DD(E); 0% = median of compound wells per plate; P02675; inhibition, % at 8.3 µM; hit rate 0.13% among 370,000;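 active = inhibition above the mean of compounds falling within the control limits plus 3 SD of them, cut at about 14% in these data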;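 note: 0% = plate median of compound wells and 100% = 10 µM Aha-Tn7 peptide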
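Test system – human fibrin DD(E) · Times – 10 min preincubation, 3 h with tracer, room temperature · Detection – fluorescence polarization of the labelled Tn7 tracer · Measure – percent inhibition normalized to high-control wells · Benchmarks – high control wells with 10 µM unlabelled Aha-Tn7 peptide (full inhibition) · Repeats – singlicate testing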
ASAP1 GAP inh – blocks human ASAP1-stimulated Arf1 GTP hydrolysis; hit rate 0.19% among 360,000; Q9ULH1; GDP FP detection; inhibition, % at 16.5 µM; AID 624377; in the data active = inhibition above about 25%;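 note: 0% = vehicle with enzyme and substrate and 100% = no enzyme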
Target sequence (Q9ULH1 325-724 limits assumed): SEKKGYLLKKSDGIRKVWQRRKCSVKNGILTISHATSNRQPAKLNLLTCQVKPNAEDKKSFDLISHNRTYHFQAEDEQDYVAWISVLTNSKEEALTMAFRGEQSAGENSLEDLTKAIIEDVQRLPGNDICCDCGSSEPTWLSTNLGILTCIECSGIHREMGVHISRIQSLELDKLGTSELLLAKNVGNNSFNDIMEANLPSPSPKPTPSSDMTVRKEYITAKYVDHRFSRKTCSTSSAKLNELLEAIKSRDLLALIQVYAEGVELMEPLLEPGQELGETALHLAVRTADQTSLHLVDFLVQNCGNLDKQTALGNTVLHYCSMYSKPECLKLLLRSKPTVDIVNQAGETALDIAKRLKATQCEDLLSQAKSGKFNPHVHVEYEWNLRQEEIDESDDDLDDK
PLCg1 inh – PLC-gamma1 (human) inhibition, primary screen; purified PLC-gamma1, fluorogenic substrate, fluorescence; P19174; AID 720700; hit rate 0.84% among 370,000; inhibition, % at 12.2 µM; in the data active = inhibition above about 9.5%
PLCb3 inh – inhibitors of human phospholipase C beta3; Q01970; Purified PLC-beta3, fluorogenic substrate, fluorescence; inhibition, % at 12.2 µM; hit rate 0.18% among 370,000; AID 720704; in the data active = inhibition above about 11%;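 note: 0% = median of compound wells on plate and 100% = full blocker control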
ARFGAP1 inhibitor – rat ARFGAP1 inhibition. Arfgap1-stimulated ARF1 GTP hydrolysis, GDP FP detection. inhibition, % at 16.5 µM. hit rate 0.26% among 360,000;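 active = inhibition above a per-plate limit, mean inhibition of low control wells plus 3 SD, cut at about 25% in these data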;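 note: 0% = DMSO wells with enzyme and 100% = wells lacking Arfgap1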
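Material – truncated rat Arfgap1 GAP domain · Buffer or medium – HEPES-based buffer, pH 7.5 · Reagent – human ARF1(Δ1-17)-GTP substrate · Dosing – 16.5 µM single point, 1.26% DMSO · Schedule – GTP hydrolysis reaction 2 h at 25 °C · Technique – GDP detection by fluorescence polarization · Benchmarks – No-Arfgap1 wells (100%) versus DMSO full-reaction wells (0%) · Repeats – single replicate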
TDP2 absorb – blocks human TDP2 phosphodiesterase activity | hit rate 0.34% among 370,000 | inhibition, % at 12.8 µM | recombinant TDP2, T5PNP hydrolysis, p-nitrophenol absorbance 415 nm | O95551 | AID 720702;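 active = inhibition above the mean of all tested compounds plus 3 SD, set per campaign, cut at about 25% in these data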;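 note: 0% = DMSO with enzyme and 100% = buffer with substrate but no TDP2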
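Assay system: recombinant human TDP2 / Reagent: T5PNP substrate at 5 mM, a TopII-DNA adduct mimic / Measured by: epi absorbance from released p-nitrophenol / Evaluation: % inhibition relative to enzyme-containing and enzyme-free wells / Control set: enzyme-free and DMSO wells / Replicates: each compound tested once, singlicate / Schedule: enzyme reaction with compound for 2 h at 37 °C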
Starred values were filed as active, the others as inactive; i = inactive.

entry	SMILES	ADAM17 inh	SIAE primary	DDE Tn6 FP inh	ADAM10 inh	Tn7 DDE FP	ASAP1 GAP inh	PLCg1 inh	PLCb3 inh	ARFGAP1 inhibitor	TDP2 absorb
1	COC(=O)c1ccccc1NC(=O)Cn1nnc(-c2ccc(OC)cc2)n1	2	0	3	9	-7	16	5	5	14	-11
2	NNC(=O)c1sccc1OCc1ccc(Cl)cc1Cl	3	-15	-6	3	1	3	1	-2	-9	-10
3	Cn1c(SCC(=O)Nc2nccs2)nnc1-c1ccco1	-5	-9	-3	-4	-2	3	-2	1	3	9
4	COc1ccc(S(=O)(=O)NCCC(C)C)cc1C	-4	10	-1	-5	-2	-19	0	0	0	-2
5	CCSc1nnc(SCC(=O)c2c(N)n(C)c(=O)n(C)c2=O)s1	-3	0	-2	-9	1	1	4	-4	-9	4
6	FC(F)(F)c1cnc(NNC(=S)Nc2ccc(Cl)cc2)c(Cl)c1	6	8	-34	7	1	-4	-6	-5	11	3
7	CC1C(=O)NN=C1C(=O)N/N=C\c1ccc(O)cc1O (stereo not drawn)	0	5	-2	-3	4	6	-16	-18	-1	-8
8	O=C(NC1=NCCS1)c1cc(-c2ccc(F)cc2)nc2ccccc12	4	-7	-1	10	3	-13	-7	-12	2	4
9	CCN1CCN(C(=O)/C=C/c2ccccc2[N+](=O)[O-])CC1	1	-12	-6	3	-3	-1	5	6	-14	-11
10	COc1ccc(-c2nc3c(c(SCC(=O)N4CCOCC4)n2)Cc2c(CO)cnc(C)c2O3)cc1	-6	-35	-3	4	3	-1	-58	-91	6	-2
11	Cc1cc(Cl)c2oc(C(=O)NCC(C)(C)N3CCOCC3)c(C)c2c1	-1	-5	-5	3	-4	-3	2	-2	-2	-11
12	Cc1c(NC(=O)Cn2[nH]c(=O)c3ccccc3c2=O)c(=O)n(-c2ccccc2)n1C	0	0	-3	-2	-10	-2	2	4	-3	3
13	CCOCCCn1c(SCC(=O)Nc2oc(C)c3c(C)n[nH]c(=O)c23)nc2ccccc2c1=O	-8	-1	-7	-18	3	1	-1	-14	0	-7
14	CC(Oc1ccc(Cl)cc1Cl)C(=O)NC(Cc1ccccc1)C(=O)O (stereo not drawn)	-4	6	-1	-3	-3	1	-1	-1	6	5
15	CCCCc1ccc(NC(=O)NCc2cccnc2)cc1	-1	1	6	0	5	0	1	-9	15	-3
16	Cc1cccc2nc3ccccc3nc12	7	-10	1	3	-4	7	3	-9	-9	-19
17	c1ccc(Nc2scc(-c3ccccc3)[n+]2Cc2ccco2)cc1	0	2	2	0	4	5	-5	-261	0	-8
18	COc1ccc(-c2nc3c(s2)CN(S(C)(=O)=O)CC3)cc1OC	-375	-5	-13	i	1	3	-99	-149	10	-7
19	O=C(CC1SC(=Nc2ccc(OC(F)F)cc2)N(CCN2CCOCC2)C1=O)Nc1ccc(F)cc1F (stereo not drawn)	5	7	-5	9	-5	-4	4	3	7	-16
20	Cc1ccc(-c2nc3ccccc3[nH]2)cn1	-34	-3	2	-90	-1	-5	-31	-46	-2	-1

2 compounds from above, showing only ADAM17 inh and Tn7 DDE FP.
no. | Compound | ADAM17 inh | Tn7 DDE FP
3 | Cn1c(SCC(=O)Nc2nccs2)nnc1-c1ccco1 | -5 | -2
4 | COc1ccc(S(=O)(=O)NCCC(C)C)cc1C | -4 | -2

(listing goes on)
(21) O=C(COC(=O)CCS(=O)(=O)c1ccccc1)Nc1ccccc1
(22) CCCN=C1N(CC)C[C@@H]2[C@@H]3C(=O)N(Cc4ccccc4)C(=O)[C@@H]3[C@](C)(C(=O)OC)N12
(23) CCOC(=O)C1=C(c2ccccc2)NC(=O)NC1c1cc(Cl)c(O)c(OC)c1 (stereo not drawn)
(24) CCCCC(CC(O)COCCC)C(=O)NN (stereo not drawn)
(25) C=CCn1cnc2c(nnn2-c2ccc(C)c(C)c2)c1=O

screen / no.	21	22	23	24	25
ADAM17 inh	0	0	1	2	-6
SIAE primary	4	4	5	2	-2
DDE Tn6 FP inh	4	1	1	4	4
ADAM10 inh	4	-7	6	-8	-8
Tn7 DDE FP	7	-10	8	-5	1
ASAP1 GAP inh	5	-1	-6	11	1
PLCg1 inh	1	-1	-3	2	-3
PLCb3 inh	1	1	-5	0	-3
ARFGAP1 inhibitor	-7	18	1	15	6
TDP2 absorb	12	2	2	-8	-2

(26) COc1ccc(C(=O)COC(=O)c2ccccn2)cc1OC
(27) COc1ccc(CC(=O)Nc2nc(-c3ccc(OC)c(OC)c3)cs2)cc1OC
(28) O=C1c2ccccc2C(=O)N1CCCCCCc1ccccc1
(29) CCOc1ccc(NC(=O)CN(C)C(=O)c2cn3ccccc3n2)cc1OCC
(30) CCCOc1ccc(C(=O)c2ccccc2C(=O)O)cc1OCCC

screen / no.	26	27	28	29	30
ADAM17 inh	-3	1	-4	-2	-2
SIAE primary	9	-11	0	5	6
DDE Tn6 FP inh	-5	-5	-3	-4	-5
ADAM10 inh	-8	2	3	-2	-2
Tn7 DDE FP	0	3	-5	1	-10
ASAP1 GAP inh	4	15	8	8	1
PLCg1 inh	7	-1	1	-3	0
PLCb3 inh	-7	2	-1	-4	-10
ARFGAP1 inhibitor	-10	8	-1	-8	-5
TDP2 absorb	6	3	8	2	2

(31) COc1ccc(N(CC(O)Cn2c3ccccc3c3ccccc32)S(=O)(=O)c2ccccc2)cc1 (stereo not drawn)
(32) CCC1CCCCN1C(=O)CSc1nnc(-c2ccc(Cl)cc2)o1 (stereo not drawn)
(33) O=C(COC(=O)CSc1ccc(F)cc1)NC1CC1
(34) Cc1ccc(C(=O)NCCCc2ccccc2)c(Cl)c1
(35) COc1cc2c(cc1OC)C(c1ccccc1)NCC2 (stereo not drawn)

screen / no.	31	32	33	34	35
ADAM17 inh	13*	-2	1	0	-2
SIAE primary	-85	7	-4	7	-2
DDE Tn6 FP inh	1	0	10	-1	-2
ADAM10 inh	31*	-9	2	5	2
Tn7 DDE FP	0	1	-2	-1	-5
ASAP1 GAP inh	24	7	-16	0	4
PLCg1 inh	-13	1	2	1	1
PLCb3 inh	-15	1	3	-5	-5
ARFGAP1 inhibitor	15	-1	2	12	4
TDP2 absorb	-6	-8	2	-6	-4

(36) CN(C(=O)COC(=O)Cc1c[nH]c2ccccc12)c1c(N)n(Cc2ccccc2)c(=O)[nH]c1=O
(37) CC1C(=O)N(Cc2cn(Cc3ccco3)nn2)CCS(=O)(=O)N1Cc1ccc(-c2ccc(Cl)cc2)cc1 (stereo not drawn)
(38) Cc1ccc(S(=O)(=O)NC(=O)NC(=O)N(C)S(=O)(=O)c2ccc(C)cc2)cc1
(39) Clc1ccc(CSc2nnc([C@@H]3CCCN3)o2)cc1Cl
(40) CCc1ccccc1NS(=O)(=O)c1ccc2[nH]cc(C(=O)NCC3CCCO3)c(=O)c2c1 (stereo not drawn)

screen / no.	36	37	38	39	40
ADAM17 inh	-5	0	0	-6	-8
SIAE primary	6	-2	3	-4	-5
DDE Tn6 FP inh	1	-5	0	-9	7
ADAM10 inh	-3	-2	9	2	-24
Tn7 DDE FP	8	-7	-6	6	0
ASAP1 GAP inh	1	6	-11	2	-3
PLCg1 inh	-2	0	7	0	-4
PLCb3 inh	-7	-4	3	1	-3
ARFGAP1 inhibitor	-13	15	-13	10	2
TDP2 absorb	1	-12	-6	-14	-2

Down the list, quoted from above.
Tn7 DDE FP, entries 37 to 40, in order: -7, -6, 6, 0
PLCb3 inh, entries 37 to 40, in order: -4, 3, 1, -3
TDP2 absorb, entries 37 to 40, in order: -12, -6, -14, -2

Complete entries as entered above.
`COc1ccc(-c2nc3c(s2)CN(S(C)(=O)=O)CC3)cc1OC` is listed as ADAM17 inh: -375; SIAE primary: -5; DDE Tn6 FP inh: -13; ADAM10 inh: i; Tn7 DDE FP: 1; ASAP1 GAP inh: 3; PLCg1 inh: -99; PLCb3 inh: -149; ARFGAP1 inhibitor: 10; TDP2 absorb: -7
`Cc1c(NC(=O)Cn2[nH]c(=O)c3ccccc3c2=O)c(=O)n(-c2ccccc2)n1C` is listed as ADAM17 inh: 0; SIAE primary: 0; DDE Tn6 FP inh: -3; ADAM10 inh: -2; Tn7 DDE FP: -10; ASAP1 GAP inh: -2; PLCg1 inh: 2; PLCb3 inh: 4; ARFGAP1 inhibitor: -3; TDP2 absorb: 3

More results follow.
(41) Cn1c(=O)nc2n(Cc3ccccc3)c3cccc(Cl)c3cc-2c1=O
(42) O=C(CSc1ncnc2sc3c(c12)CCCCC3)NCc1ccco1
(43) Cc1cc(C)cc(NC(=O)c2cccc(C(=O)Nc3cc(C)cc(C)c3)n2)c1
(44) Cc1nn(-c2ccccc2)c(Cl)c1/C=N/NC(=O)c1ccccc1NS(=O)(=O)c1cccs1
(45) CCCCCCCC(=O)C(C)C(=O)N(C)[C@H](Cc1ccc(OC)cc1)C(=O)N(C)[C@H](C(N)=O)C(C)C (stereo partly drawn)
(46) COc1cc2c3c(c1OC)C1(C=CC(=O)C=C1)CC3N(C(=O)CCC(=O)O)CC2 (stereo not drawn)

screen / no.	41	42	43	44	45	46
ADAM17 inh	-45	0	-2	2	2	-3
SIAE primary	-4	-2	1	-2	-3	5
DDE Tn6 FP inh	7	-5	-5	1	-2	2
ADAM10 inh	-146	4	-5	2	5	6
Tn7 DDE FP	2	-2	-2	1	-5	-5
ASAP1 GAP inh	-3	-2	-4	22	15	2
PLCg1 inh	-62	0	2	-16	0	1
PLCb3 inh	-71	-9	-3	-14	2	-12
ARFGAP1 inhibitor	1	1	8	12	7	3
TDP2 absorb	-3	-7	0	-4	-7	15

Source: PubChem BioAssay
